mcGAS inh – cyclic GMP-AMP synthase inhibitors, mouse, primary biochemical chemiluminescence; AID 1259399, 2018; inhibition, % at 12.5 µM; Q8C6L5; hit rate 0.15% among 160,000; recombinant cGAS, Kinase-Glo ATP depletion luminescence;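 further: 0% = negative control wells and 100% = reference inhibitor with no enzyme activity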
hcGAS lum – Primary biochemical luminescence assay for human cyclic GMP-AMP synthase inhibitors; recombinant h-cGAS, ATP depletion, Kinase-Glo luminescence; hit rate 0.081% among 290,000; AID 1259398, 2018; inhibition, % at 12.5 µM; Q8N884;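 further: 0% = vehicle reaction and 100% = reaction without DNA for no activity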
Target sequence (Q8N884 whole entry, looked up): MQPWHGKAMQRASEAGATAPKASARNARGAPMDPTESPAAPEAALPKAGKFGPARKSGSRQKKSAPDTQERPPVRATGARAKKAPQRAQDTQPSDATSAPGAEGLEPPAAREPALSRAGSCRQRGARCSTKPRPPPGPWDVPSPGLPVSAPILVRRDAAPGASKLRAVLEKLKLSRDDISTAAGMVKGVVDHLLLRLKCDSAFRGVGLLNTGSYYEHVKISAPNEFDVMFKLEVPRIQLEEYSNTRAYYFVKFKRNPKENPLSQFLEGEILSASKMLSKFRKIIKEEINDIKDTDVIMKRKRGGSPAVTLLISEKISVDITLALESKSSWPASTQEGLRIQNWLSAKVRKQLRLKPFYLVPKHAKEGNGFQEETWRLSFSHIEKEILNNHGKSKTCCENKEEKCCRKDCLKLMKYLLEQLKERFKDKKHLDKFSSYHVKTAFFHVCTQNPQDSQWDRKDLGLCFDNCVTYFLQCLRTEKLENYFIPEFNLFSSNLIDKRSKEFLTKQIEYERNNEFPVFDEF
NPYLR7 agonist – agonists of mosquito NPYLR7 receptor, primary screen, cell-based, Aedes aegypti, calcium fluorescence, mosquito biting behavior; Aedes aegypti neuropeptide Y-like receptor 7 (NPYLR7); HEK293T NPYLR7/Galpha15, GCaMP6s calcium fluorescence; AID 1259423, 2018; activation, % at 10 µM; hit rate 0.15% among 270,000; in the data active means activation above about 40%;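 further: 0% = vehicle and 100% = reference agonist at the receptor; some compounds past the cut are filed as inactive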
* marks the source's active call; other numbers are inactive results; · = no result given. Unless noted, no stated cut-off is given here; in the data, active means inhibition above about 40%; inactive means the rest.

Values run as follows: NPYLR7 agonist | hcGAS lum | mcGAS inh
- CCn1nc(C)c(CCNC(=O)C2CC(=O)N(C(C)C)C2)c1C (stereo not drawn)
  · | -13 | -7
- CC(C)c1ccc(NC2CCCN(CC(C)(C)CO)C2)cc1 (stereo not drawn)
  9 | -10 | ·
- CCN(CC)C(CNc1ccc(S(=O)(=O)N2CCOCC2)cc1[N+](=O)[O-])CC(C)C (stereo not drawn)
  2 | -7 | ·
- O=C(NCC(=O)N1CCC(C(=O)c2ccccc2)CC1)c1ccc(Cl)c(Cl)c1
  12 | -6 | -8
- Cc1nnc(C(C)S(=O)(=O)Cc2nnnn2-c2ccc(Cl)cc2C(F)(F)F)o1 (stereo not drawn)
  2 | -3 | ·
- CCOc1ccccc1CN(Cc1ccoc1)C1CC1
  9 | -4 | -16
- Cc1ccc(C)c(S(=O)(=O)NC(=O)c2ccc(N3C(=O)CCC3=O)cc2)c1
  18 | -4 | ·
- Cc1ccc(CSc2nc(=O)n(Cc3ccccn3)c3c2CCC3)cc1
  20 | -6 | -9
- Cc1cccn2c(NCc3ccccc3)c(-c3ccc(F)cc3)nc12
  4 | -7 | -6
- Cc1ccccc1-c1c(N/N=C\c2ccc(F)cc2)oc2ccccc2c1=O
  1 | 2 | -1
- CCOC(=O)c1sc2nc(CNCc3ccccc3)[nH]c(=O)c2c1C
  22 | 2 | ·
- Cc1nc2c(C(=O)N3CCOC(c4ccc(Cl)c(Cl)c4)C3)cccc2[nH]1 (stereo not drawn)
  19 | -6 | ·
- Cc1oc(NC(=O)CN2CCN(C)CC2C)c(C#N)c1C (stereo not drawn)
  13 | -7 | ·
- CCOc1cccc(-c2cncc(NC(C)=O)n2)c1
  4 | -9 | ·
- COc1ccc(CN2C3CCC2CC(NC(=O)C24CC[C@@](C)(C(=O)O2)C4(C)C)C3)c(OC)c1 (stereo partly drawn)
  3 | -5 | 76*
- COC(=O)CCN1CC(OCc2cccc(OC)c2)CN(C(=O)c2ccc(C)c(C)c2)CC1=O (stereo not drawn)
  -5 | -3 | -13
- CC(OCC1CCCO1)C(=O)N1CCc2[nH]c3ccc(Cl)cc3c2C1 (stereo not drawn)
  12 | -17 | ·
- O=C(COc1ccc(C(=O)N2C[C@H]3CC[C@H]2C3)cc1)N1CCCCC1
  -3 | -2 | -15
- Cc1nc(CNC(=O)Cc2cccc(Br)c2)n[nH]1
  7 | -4 | -15
- Cc1c2c(n(Cc3ccc(F)cc3F)c1C(=O)N1CCN(c3ccccc3F)CC1)CCCC2
  0 | -7 | -3

Record cards, from the list above. Values in the order: NPYLR7 agonist, hcGAS lum, mcGAS inh
Cc1c2c(n(Cc3ccc(F)cc3F)c1C(=O)N1CCN(c3ccccc3F)CC1)CCCC2 is listed with 0, -7, -3
CCN(CC)C(CNc1ccc(S(=O)(=O)N2CCOCC2)cc1[N+](=O)[O-])CC(C)C (stereo not drawn) is listed with 2, -7, ·

(next part)
Values run as follows: NPYLR7 agonist | hcGAS lum | mcGAS inh
- Cc1ccc(CN2CCCN(S(=O)(=O)c3ccc(S(=O)(=O)N4CCCC4)cc3)CC2)cc1
  4 | -6 | ·
- Cc1ccc(COc2cn(CC(=O)N3CCN(c4ccccc4)CC3)c(CO)cc2=O)cc1
  0 | -11 | -6
- Cc1cccc(-c2cc(N)n(-c3ccc(C(=O)Nc4ccc(Oc5ccccc5)cc4)cc3)n2)c1
  -8 | -7 | -3
- CCc1ccccc1NC(=O)c1cc2nc(-c3ccc(Br)cc3)cc(C(F)(F)F)n2n1
  6 | -3 | -7
- O=C(c1cc(-c2ccco2)on1)N1CCOCC1
  -1 | -3 | ·
- O=C(OCCc1cn[nH]c1C(F)(F)F)C1CSCN1C(=O)C1CCCC1 (stereo not drawn)
  -1 | -4 | ·
- Cc1ccc2c(C)[n+](C)ccn12
  -14 | -4 | ·
- CCSc1nc(NCC(C)C)c2cnn(CCNC(=O)Cc3cccs3)c2n1
  0 | 3 | -8
- COCCCNc1oc(-c2ccc(COc3ccccc3C)o2)nc1C#N
  0 | -6 | -9
- CCN1C[C@H]2CN(C)c3ccccc3[C@@H]2N(C(=O)COC(C)=O)CCC1=O
  0 | -7 | -8
- OCC1CCCN(Cc2cc(F)cc3c2OC(c2ccsc2)OC3)C1 (stereo not drawn)
  5 | -10 | -9
- CC1CCc2nc(NC(=O)C3CCCN3S(=O)(=O)c3ccc(F)cc3)sc2C1 (stereo not drawn)
  -2 | -10 | ·
- O=C(NC(c1ccc(F)cc1)c1ccc2ccccc2n1)C1CCN(CCc2ccc(F)cc2)CC1 (stereo not drawn)
  -1 | -2 | -3
- Cc1cccc(C(=O)N2CCCc3c(F)ccc(F)c32)n1
  4 | -6 | ·
- Cc1c(C(=O)O)sc2ncnc(N3CCC(N4CCOCC4)C3)c12 (stereo not drawn)
  2 | 4 | ·
- O=C(N=c1sccn1Cc1ccc(C(=O)N2CCCC2)cc1)c1ccc(Cl)c(Cl)c1
  · | -10 | -7
- COc1ccc(CC(=O)Nc2c(C)nc3cc(C)ccn3c2=O)cc1
  3 | -17 | ·
- CN(C)S(=O)(=O)c1ccc(C(=O)Nc2c3c(nn2CC(=O)NCC2CCCO2)CSC3)cc1 (stereo not drawn)
  -8 | -1 | -7
- Nc1nc(N2CCCC2)nc(Nc2ccccc2F)c1[N+](=O)[O-]
  6 | 0 | ·
- COc1ccc(Cn2c(-c3cc(C)nn3C)n[nH]c2=O)cc1
  1 | -4 | -12
- CCOCCc1nnc(NC(=O)/C=C/c2ccccc2)s1
  3 | 5 | 2
- C=CCOCC(O)CN(CCOC)Cc1c(-c2ccccc2)noc1N1CCCC1 (stereo not drawn)
  0 | -5 | -4
- Cc1cc(C)cc(-c2nnc(SCC(=O)N(C)c3ccccc3)o2)c1
  1 | -7 | -5
- COc1cn(CC(=O)N2CCc3ccccc32)c(CSc2ccc(C)cc2)cc1=O
  -2 | -2 | 1
- COc1ccc(-c2cc(C(F)(F)F)n3nc(C(=O)Nc4cc(C(C)(C)C)on4)cc3n2)cc1
  1 | -3 | -9
- O=C(CSc1nc(=O)n(Cc2ccncc2)c2c1CCC2)NCCc1ccccc1
  -2 | -2 | -1
- O=C(Nc1ccc(-c2noc(-c3cccc([N+](=O)[O-])c3)n2)cc1)c1cccc(Cl)c1
  -3 | 7 | ·
- CCC(C)(CNC(=O)c1cc2c(s1)CCC2)N1CCOCC1 (stereo not drawn)
  -25 | -4 | ·
- Cc1ccc(NC(=O)CC2C(=O)Nc3ccccc3N2C(C)C(=O)N2CCCCC2)c(C)c1 (stereo not drawn)
  -1 | -4 | ·
- OC(COc1ccccc1)CN(Cc1ccsc1)Cc1ccco1 (stereo not drawn)
  27 | -4 | -5
- COCCCN(CC(=O)N(CCc1c[nH]c2ccccc12)Cc1ccc(C)cc1)C(=O)Nc1cccc(C)c1C
  9 | -1 | -3
- Cc1csc(SCc2cc(=O)c(OC(=O)c3ccc4c(c3)OCO4)co2)n1
  -7 | -4 | -4
- Cc1oc(-c2cccs2)nc1Cn1cnc(C#N)n1
  0 | -3 | ·
- Cc1ccsc1CN(C)C(=O)[C@@]12CC[C@@](C)(OC1=O)C2(C)C
  -7 | -3 | -3
- O=c1c2c(-c3ccccc3)csc2ncn1CC(O)COc1ccccc1 (stereo not drawn)
  -3 | 1 | -3
- CC(C)CN(CC(C)C)C(=O)CCN1C(=O)c2ccccc2C1=O
  2 | 4 | 2
- COc1ccc(-c2c(C#N)c(SCc3ccccc3C)nc(C)c2C(=O)Nc2ccccc2)cc1
  -12 | 6 | 5
- CC(C)CC(=O)N(CCN(C)C)Cc1nccn1Cc1ccccc1Cl
  -9 | -3 | 0
- COc1ccc(OC)c(S(=O)(=O)Nc2ccc(C)c(C)c2)c1
  1 | -6 | ·
- CC(C)(C)c1cc2nc(-c3ccc(F)cc3)cc(C(=O)N3CCN(c4cccc(C(F)(F)F)c4)CC3)n2n1
  -6 | 0 | -5
- Cc1ccc(CCn2ccnc2-c2nc[nH]c2C)o1
  6 | -7 | ·
- COc1cc(C)cc2c(C)c(C(=O)O)oc12
  1 | 3 | ·
- Cc1c(C(C)NC(=O)C2CSC(=O)N2)oc2ccc(F)cc12 (stereo not drawn)
  -24 | -1 | ·
- Cc1cc(=O)[nH]c(-n2nc(C)c(CCC(=O)Nc3ccncc3)c2C)n1
  22 | 0 | ·
- COc1nc(N2CCCCCC2)nc(N2CCN(C)c3ccccc3C2)n1
  1 | -12 | ·
- Fc1ccc(-c2nc(-c3ccccc3)no2)cc1
  6 | -13 | ·
- CC1(C)C2CC=C(CN3CCN(c4ccccc4)CC3)C1C2 (stereo not drawn)
  8 | -6 | ·
- Cn1c(=O)oc2cc(NC(=O)C3CCN(C(=O)OC(C)(C)C)C3)ccc21 (stereo not drawn)
  0 | -11 | -18
- Cc1ccc(-n2ncc(C(=O)N3CCOCC3)c2C)cc1
  -6 | 1 | -3
- CC(=O)Nc1cnc(-c2ccccc2O)cn1
  -1 | -8 | ·
- O=S(=O)(NCCc1nc2ccccc2s1)NCc1ccccc1
  2 | -2 | ·
- CCn1ccc(C(=O)N2CCCC3(C=Cc4ccccc4O3)CC2)n1 (stereo not drawn)
  0 | -9 | ·
- O=C1N(CCCc2ccccc2)CCCC1(O)CNCC(F)F (stereo not drawn)
  -19 | 1 | ·
- CCc1ccc(-c2cc3c(=O)n(Cc4nc(-c5ccc(SC)cc5)no4)ccn3n2)cc1
  1 | -3 | 1
- CCCn1c(C(=O)Nc2ccc(C)c(Cl)c2)cc2c(=O)n(C)c(=O)n(C)c21
  -1 | -6 | -8
- CCC(C(=O)NCc1nnc(C)o1)n1cc(C(C)=O)c2ccccc21 (stereo not drawn)
  24 | -4 | ·
- C=CCN(CC=C)C(=O)CSC1=C(C#N)C(C)(C)C(C#N)C(=O)N1 (stereo not drawn)
  3 | -6 | -3
- CNC(=O)CC1CCN(Cc2nccn2C(C)C)CC1
  6 | -3 | ·
- Cc1cc(OCCCCN2C(=O)NC(C)(C)C2=O)ccc1[N+](=O)[O-]
  -5 | -5 | ·
- O=C(COc1ccc(F)cc1)NNC(=O)c1ccc(=O)n(Cc2ccc(Cl)cc2)c1
  -11 | -9 | -10

14 compounds already listed, sorted by formula weight, lowest first:
Values run as follows: NPYLR7 agonist | hcGAS lum | mcGAS inh
- COc1cc(C)cc2c(C)c(C(=O)O)oc12
  1 | 3 | ·
- Cc1ccc(CCn2ccnc2-c2nc[nH]c2C)o1
  6 | -7 | ·
- CNC(=O)CC1CCN(Cc2nccn2C(C)C)CC1
  6 | -3 | ·
- Cc1ccc(-n2ncc(C(=O)N3CCOCC3)c2C)cc1
  -6 | 1 | -3
- Cc1c(C(C)NC(=O)C2CSC(=O)N2)oc2ccc(F)cc12 (stereo not drawn)
  -24 | -1 | ·
- O=C1N(CCCc2ccccc2)CCCC1(O)CNCC(F)F (stereo not drawn)
  -19 | 1 | ·
- Cc1cc(OCCCCN2C(=O)NC(C)(C)C2=O)ccc1[N+](=O)[O-]
  -5 | -5 | ·
- CCn1ccc(C(=O)N2CCCC3(C=Cc4ccccc4O3)CC2)n1 (stereo not drawn)
  0 | -9 | ·
- CCC(C(=O)NCc1nnc(C)o1)n1cc(C(C)=O)c2ccccc21 (stereo not drawn)
  24 | -4 | ·
- C=CCN(CC=C)C(=O)CSC1=C(C#N)C(C)(C)C(C#N)C(=O)N1 (stereo not drawn)
  3 | -6 | -3
- Cc1cc(=O)[nH]c(-n2nc(C)c(CCC(=O)Nc3ccncc3)c2C)n1
  22 | 0 | ·
- Cn1c(=O)oc2cc(NC(=O)C3CCN(C(=O)OC(C)(C)C)C3)ccc21 (stereo not drawn)
  0 | -11 | -18
- COc1nc(N2CCCCCC2)nc(N2CCN(C)c3ccccc3C2)n1
  1 | -12 | ·
- CCc1ccc(-c2cc3c(=O)n(Cc4nc(-c5ccc(SC)cc5)no4)ccn3n2)cc1
  1 | -3 | 1

Following part:
Values run as follows: NPYLR7 agonist | hcGAS lum | mcGAS inh
- CCC(C)N(Cc1ccc(C(O)(c2cccc(F)c2)c2cccc(F)c2)o1)Cc1ccccc1OC (stereo not drawn)
  -7 | -6 | -5
- CCCCN(C)C(=O)c1ccc(-c2nc(N)c3c(C)c(C)sc3n2)cc1
  4 | -8 | -8
- CCOc1ccc(OCC)c(C(=O)Nc2nccs2)c1
  3 | -4 | ·
- Cc1cc(C(=O)N2CCCC(CNS(=O)(=O)c3cccs3)C2)c2ccc(F)cc2n1 (stereo not drawn)
  31 | -6 | ·
- CC1CCCCN1CCOc1ccccc1C(=O)NNC(=O)C1CC1 (stereo not drawn)
  -4 | -8 | ·
- CCn1cc(NC(=O)N2CCCc3ccccc32)c2ccccc21
  4 | 3 | ·
- O=C(NCC1CCCN(Cc2nc3ccccc3s2)C1)c1cc2ccccc2[nH]1 (stereo not drawn)
  0 | -2 | ·
- CCn1c(SCc2cc(C)no2)nc2ccccc2c1=O
  2 | -4 | -8
- Cc1ccc(N(CC(=O)N2CCN(C(=O)CN(c3ccc(C)cc3)S(=O)(=O)c3ccc(F)cc3)CC2)S(=O)(=O)c2ccc(F)cc2)cc1
  9 | -5 | -5
- CCn1c(C)nc2cc(C(=O)N3N=CCC3(O)C(F)(F)F)ccc21 (stereo not drawn)
  -1 | -8 | ·
- CNc1cnc(-c2ccc3c(c2)OCO3)cn1
  3 | -16 | ·
- COCCN(Cc1ccc(OC)cc1)CC(O)COC(C)C (stereo not drawn)
  45 | -3 | -5
- O=C(CN1CCCC1)Nc1cc(Oc2ccc(Br)cc2)ccc1C(F)(F)F
  8 | -3 | -4
- CCOCCOC(=O)C1=C(C)NC2=C(C(=O)CC(c3ccccc3)C2)C1c1ccc(Cl)cc1Cl (stereo not drawn)
  9 | 1 | -4
- COC(=O)c1cc(OC(=O)c2ccc(Cl)cc2Cl)n(C)n1
  0 | -4 | -2
- Cc1nn(C)c(C)c1CN(C(=O)c1cn(Cc2cccc3ccccc23)nn1)C1CC1
  · | -2 | -7

High-throughput results as filed in PubChem BioAssay.
